Screens (PubChem)
SSB-PriA inh: inhibitors of Klebsiella pneumoniae PriA binding to SSB C-terminal tail, primary screen, biochemical, AlphaScreen; AlphaScreen SSBct-PriA binding, biotinylated peptide; PriA–SSB C-terminal tail interaction (Klebsiella pneumoniae); inhibition, % at 33 µM; AID 1272365, 2023; 0.6% of 430,000 active; in the data active = inhibition mostly above about 37%, no sharp cut-off; inactive = mostly below about 20%;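 also: plate controls were negative control peptide for no effect and reference peptide for full effect; strong numbers were not always called active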
Active calls of the source: *; & = joins results of further samples. Not all compounds are listed (hit frequency here may not be typical).

SMILES | SSB-PriA inh
O=C(Cc1ccccc1)NN1C(=O)/C(=C/c2cccc([N+](=O)[O-])c2)SC1=S | 4
COc1cc(NC(=O)Cn2ncn3nc(-c4ccc(F)cc4)cc3c2=O)cc(OC)c1 | -12
O=C(CCS(=O)(=O)c1ccccc1)NCc1cncc(-c2ccsc2)c1 | -15
O=S(=O)(NCC1CCN(C2CCCC2)CC1)c1cccc(Cl)c1 | -12
Cc1cc(NC(=O)[C@H](C)Oc2ccccc2)n(-c2nc3c(cnn3-c3ccc(Cl)cc3)c(=O)[nH]2)n1 | -9
CC(C)c1ccc(OCc2cccc(C(=O)NN=Cc3cccnc3)c2)cc1 | 16
O=C(c1cccnc1)N1CCN(CC(F)(F)F)CC1 | -12
Cc1oncc1C(=O)N(Cc1cccs1)Cc1cccn1C | 7
CSc1ccc(C=NNC(=O)COc2ccc(Br)cc2Cl)cc1 | -5
CCCOc1cccc(-c2cc(C(=O)NN=Cc3ccccn3)c3ccccc3n2)c1 | 11
O=S(=O)(Nc1cccc(N2CCCS2(=O)=O)c1)c1ccccc1Cl | 2
O=C(NCCn1ccnc1C1CC1)c1ccc(Cl)s1 | -13
Cc1ccc(Cl)cc1N1CCN(c2ccc(S(=O)(=O)C3CCCCC3)nn2)CC1 | -7
Cc1cc(NC(=O)Cc2ccc3c(c2)OCO3)n(-c2nc3ccccc3s2)n1 | -4
COc1ccc(OC)c(NC(=O)c2snnc2C)c1 | -8&2
Fc1ccc(CON=CC2=C(Cl)c3ccccc3CC2)cc1 | -48
COc1ccc(-c2cnc(C(=O)Nc3ccc(F)cc3F)o2)cc1 | -4
O=C(CCCc1ccccc1)NCC[C@H](O)c1ccoc1 | 3
O=C(c1ccc(Br)o1)N(Cc1cccs1)C1CCOCC1 | -14
CS(=O)(=O)c1ccc(CCC(=O)N2CC(N3C(=O)C4CC=CCC4C3=O)C2)cc1 (configuration not stated) | -17
O=C(Cc1ccccc1)NC(NCc1ccco1)C(Cl)(Cl)Cl (configuration not stated) | 11
Cc1ccc2[nH]c3c(=O)n(CC(=O)NCc4ccccc4F)cnc3c2c1 | -3
Cc1nnsc1C(=O)N1CCC(c2nn(C)c(=O)n2C2CC2)CC1 | -18
O=C(Nc1nc2c(F)cc(F)cc2s1)c1ccc(S(=O)(=O)N2CCCc3ccccc32)cc1 | -12
CCn1nccc1C(=O)Nc1sccc1C(N)=O | -5
Cc1cc(C(=O)NCCC(O)c2cccn2C)no1 (configuration not stated) | 5
O=C(Cc1cccs1)N1CC(S(=O)(=O)C2CCCCC2)C1 | -19
CC(CC(C)C)=NNc1ccc(S(N)(=O)=O)cc1[N+](=O)[O-] | 17
Cc1nnc(NC(=O)Cc2cc(-c3ccc4c(c3)C[C@H](C)O4)on2)s1 | 2
N#C/C(=C/C1=Cc2ccccc2OC1)S(=O)(=O)c1ccccc1 | -4
O=S(=O)(Cc1ccccc1)N1CCN(c2cnccn2)CC1 | 1
O=C(NN=C/C=C/c1ccc2c(c1)OCO2)c1ccc(F)cc1 | -18
N#CCSc1ccc(-c2cccnc2)nn1 | 3
CCOc1ccc(-n2ccn(CC#N)c(=O)c2=O)cc1 | -12
COc1ccc(CCNC(=O)NC[C@]2(O)CCc3ccccc32)cc1 | -16
CCOC(=O)c1ccc(NC(=O)CSc2nnc(CNC(=O)c3c(F)cccc3F)o2)cc1 | 1
Cc1cccc(CC(=O)NCCc2ccc(N(C)C)cc2)c1 | 0
CN1CCCc2cc(C(CNC(=O)c3ccccc3C(F)(F)F)N3CCOCC3)ccc21 (configuration not stated) | -1
CCCCOc1ccccc1C=NNC(=O)CC#N | 3
O=C(c1ccncc1)N1CCC(c2ccsc2)CC1 | 3
COc1cc(-c2cc(C(=O)NCc3ccccc3-c3ccsc3)[nH]n2)cc(OC)c1OC | 26
Cc1ccc(-n2ncc(C#N)c2N=CN2CCCCCC2)cc1 | -23
COc1ccc(Cl)cc1S(=O)(=O)N1Cc2cncnc2C1 | -9
COC(=O)c1ccc(C=NNc2nc(-c3ccccc3)cs2)cc1 | 5
COc1ccc(-c2cc(N3CCCC(C(=O)NCCCn4ccnc4)C3)ncn2)cc1 (configuration not stated) | -14
O=C(NCC1CN(c2ccccc2)C(=O)O1)c1cnn2c1OCCC2 (configuration not stated) | -11
Cc1nc2n(c(=O)c1C)C(CC(=O)N1CCCC(c3nnc(-c4ccccc4F)s3)C1)CS2 (configuration not stated) | -1
CCCc1cc(C(=O)NN=Cc2ccc(CC)s2)c2ccccc2n1 | 6
Cn1cc(C(=O)NCCCc2ccccc2)nn1 | 1
C[C@H](NC(=O)c1nnn(Cc2ccccc2)c1-n1cccc1)c1ccccn1 | -16
CCOc1cc(C(=O)NCc2ccc3[nH]c(C)cc3c2)cc(OCC)c1OCC | 0&12
O=C(O)c1cc(-c2ccccc2)cc(-c2ccccc2)[n+]1CCc1ccc(Cl)cc1 | 13
O=C(CCC(=O)Nc1ccc(F)cc1)NN=Cc1ccncc1 | 7
O=C(CSc1nnc(N2CCOCC2)c2ccccc12)N1CCN(c2ccc(F)cc2)CC1 | -13
C=CCN1C(=O)C(C)(C)COc2ccc(NS(=O)(=O)c3cc(Cl)ccc3C)cc21 | 3
Cc1onc(-c2ccccc2Cl)c1C(=O)NCC1CCN(Cc2cccs2)CC1 | -15
CCOc1ccc(NC(=O)Cn2c(=O)n(Cc3cccs3)c(=O)c3ncccc32)cc1 | 9
COc1cc([N+](=O)[O-])ccc1NC(=O)CCS(=O)(=O)c1ccc(Cl)cc1 | 2
Cc1cc(NC(=O)Cc2cccs2)n(-c2ncnc3c2cnn3-c2ccc(C)c(C)c2)n1 | 9
COC(=O)C(C=NO)NC(=O)c1ccccc1 (configuration not stated) | -11

The results go on:
SMILES | SSB-PriA inh
CC(C)(C)c1ccc(S(=O)(=O)NCC2CCN(Cc3ccco3)CC2)cc1 | -4
CCOc1ccc(-c2ccc(=O)n(CCCC(=O)Nc3ccccc3Cl)n2)cc1 | -12
COc1cccc(C(=O)Nc2nc(-c3ccc4c(c3)CCCC4)cs2)c1OC | -18
COC(=O)c1ccc(C2Nc3ccc(C(C)=NNC(=O)C(OC)c4ccccc4)cc3C3C=CCC32)cc1 (configuration not stated) | 13
COc1ccc(Nc2nc(NCCO)c3cnn(C)c3n2)cc1OC | -8
Oc1ccc(C=NN(Cc2ccccc2)c2ccccc2)cc1 | 8
COc1ccc(N2C(=O)CN(Cc3ccco3)C3CS(=O)(=O)CC32)cc1Cl (configuration not stated) | -23
O=C(CCc1ccccc1Br)NCCSC1CCOCC1 | -11
O=C(c1ccc(Cl)s1)N1CCC[C@H](S(=O)(=O)c2ccc(F)cc2)C1 | -3
CCOC(=O)C=c1sc(=Cc2ccccc2OC)c(=O)n1CC(=O)N1CCOCC1 | -8
O=[N+]([O-])c1ccc(N/N=C\C(O)C(O)C(O)CO)cc1 (configuration not stated) | -5
O=c1ccc(-c2ccco2)nn1CCNS(=O)(=O)c1ccccc1C(F)(F)F | 8
O=S(=O)(c1ccccc1Cl)N1CCN(c2ncnc3c2nnn3-c2ccccc2)CC1 | 6
COc1cc(/C=N\NC(=O)CNC(=O)c2ccccc2)ccc1OC(=O)c1ccccc1 | 13
O=C(NN=C/C=C/c1ccco1)c1cccnc1 | 2
Cc1cccc(OS(=O)(=O)c2cn(C)c(=O)n(C)c2=O)c1C | 0
Cc1cc(SCC(=O)Nc2cccc(C(F)(F)F)c2)n2ncc(-c3ccccc3)c2n1 | -13
COC(=O)c1sccc1S(=O)(=O)N1CCN(c2cc(C(F)(F)F)ncn2)CC1 | -7
COc1ccccc1-c1nnc(C2CCN(C(=O)c3cccs3)CC2)s1 | -17
CCS(=O)(=O)C1CN(C(=O)c2ccc(N3CCOCC3)cc2)C1 | 3
O=C(Nc1ccccc1)C1CCN(c2ccc(-c3ccco3)nn2)CC1 | 3
COc1cc(/C=C/C(=O)Nc2cccc(-c3nc4ccccc4o3)c2)cc(OC)c1OC | -10
CCCCOc1ccc(C(=O)Nc2ccccc2SCCC#N)cc1 | -43
COC(=O)c1ccc(NC(=O)C(=O)NCCN2CCOC(c3ccccc3)C2)cc1 (configuration not stated) | -2
Cc1[nH]n(-c2ccccc2)c(=O)c1C=NN1CCOCC1 | -1
Cc1ccccc1C(=O)NC[C@H]1CC(=O)N(c2ccccc2)C1 | 2
O=C(O)COc1ccc(C=NNC(=O)C(O)(c2ccccc2)c2ccccc2)cc1 | -2
O=C(COc1ccccc1)N1CCCC(c2nnc(-c3ccc4c(c3)OCO4)o2)C1 (configuration not stated) | -3
O=C1O[C@]2(CCCN(C(=O)c3ccc(-c4ccsc4)cc3)C2)c2ccccc21 | 0
CCOC(=O)c1csc(NC(=O)C2(c3ccc(Cl)cc3)CCCC2)n1 | -1
Nc1cccc2c1C(=O)NC2=O | -3
COC(=O)c1c(NC(=O)c2ccc(N3C(=O)CCC3=O)cc2)sc2c1CCN(C(C)=O)C2 | -16
Cc1oc(-c2cccc(Cl)c2)nc1COC(=O)c1nnn(-c2ccc(Cl)cc2)c1C | -3
Cc1noc(C)c1CC(=O)NCCn1nc(-c2cccs2)n(C2CC2)c1=O | 2
Cc1cc(=O)[nH]c(NN=Cc2ccc3c(c2)OCCO3)n1 | 4
Cc1cc(CCNC(=O)c2ccccc2F)on1 | -7
COc1ccc(Cl)cc1NC(=O)c1cc2c(=O)n(C)c(=O)n(C)c2s1 | -16
CCc1ccc2ncc(C#N)c(Nc3cc(C)cc(C)c3)c2c1 | -45&-5
Cc1oncc1C(=O)Nc1ccsc1-c1nc(C2CC2)no1 | 8
CC(CC(=O)Nc1cc(C)ccn1)=NNC(=O)c1ccncc1 | -5

Rewritten as comma-separated lines: part of the list above.
smiles,SSB-PriA inh
CCS(=O)(=O)C1CN(C(=O)c2ccc(N3CCOCC3)cc2)C1,3
O=C(Nc1ccccc1)C1CCN(c2ccc(-c3ccco3)nn2)CC1,3
COc1cc(/C=C/C(=O)Nc2cccc(-c3nc4ccccc4o3)c2)cc(OC)c1OC,-10
CCCCOc1ccc(C(=O)Nc2ccccc2SCCC#N)cc1,-43
COC(=O)c1ccc(NC(=O)C(=O)NCCN2CCOC(c3ccccc3)C2)cc1 (configuration not stated),-2
Cc1[nH]n(-c2ccccc2)c(=O)c1C=NN1CCOCC1,-1
Cc1ccccc1C(=O)NC[C@H]1CC(=O)N(c2ccccc2)C1,2
O=C(O)COc1ccc(C=NNC(=O)C(O)(c2ccccc2)c2ccccc2)cc1,-2
O=C(COc1ccccc1)N1CCCC(c2nnc(-c3ccc4c(c3)OCO4)o2)C1 (configuration not stated),-3
O=C1O[C@]2(CCCN(C(=O)c3ccc(-c4ccsc4)cc3)C2)c2ccccc21,0
CCOC(=O)c1csc(NC(=O)C2(c3ccc(Cl)cc3)CCCC2)n1,-1
Nc1cccc2c1C(=O)NC2=O,-3
COC(=O)c1c(NC(=O)c2ccc(N3C(=O)CCC3=O)cc2)sc2c1CCN(C(C)=O)C2,-16
Cc1oc(-c2cccc(Cl)c2)nc1COC(=O)c1nnn(-c2ccc(Cl)cc2)c1C,-3
Cc1noc(C)c1CC(=O)NCCn1nc(-c2cccs2)n(C2CC2)c1=O,2
Cc1cc(=O)[nH]c(NN=Cc2ccc3c(c2)OCCO3)n1,4
Cc1cc(CCNC(=O)c2ccccc2F)on1,-7
COc1ccc(Cl)cc1NC(=O)c1cc2c(=O)n(C)c(=O)n(C)c2s1,-16

(cont.)
SMILES | SSB-PriA inh
O=C(CNc1ccccc1)NN=Cc1c[nH]c2ccccc12 | 8
O=C(CN1CCN(Cc2nc(-c3cccs3)cs2)CC1)Nc1ccccc1 | 19
CCOc1ccc(-c2cc(=O)n(CC(=O)N3CCN(c4ccccc4)CC3)cn2)cc1 | -11
O=C(NC1CCS(=O)(=O)C1)c1ccc(N2CCC(Cc3ccccc3)CC2)nn1 (configuration not stated) | -7
O=C(NCCOc1ccccc1)NCC1CCN(Cc2cccs2)CC1 | -20
Cc1cc(C(=O)N(CCCN2CCOCC2)c2nc3c(C)ccc(C)c3s2)on1 | -8
CCCCC(O)(CCCC)C(=O)NN=C(C)c1ccc(Cl)cc1 | -13
Cc1ccc(C2CC(C(F)(F)F)n3ncc(C(=O)Nc4cc(Sc5ccc(Br)cc5)cc([N+](=O)[O-])c4)c3N2)cc1 (configuration not stated) | -11
Clc1ccc(CSc2nnc3ccc(-c4ccco4)nn23)cc1 | -6
O=C(NCC1CCCN1c1nc2ccccc2o1)c1cc(-c2ccco2)[nH]n1 (configuration not stated) | 13
Cc1c(C(=O)Nc2cnn(CC3CCOCC3)c2)cnn1-c1ccccc1 | -5
COC(=O)c1ccc(Cn2ncn3nc4c(c3c2=O)CCCC4)o1 | -5
O=C(c1ccco1)N1CCN(c2ccc3cccc(OCc4cccc(C(F)(F)F)c4)c3n2)CC1 | -14
Cn1c(=NC(=O)c2ccc(S(=O)(=O)N3CCOCC3)cc2)sc2cc3c(cc21)OCO3 | -22
CCc1ccccc1NC(=O)Nc1c(C)nc(N2CCCC2)nc1C | -12
Cc1ccc(NC(=O)c2ccccc2C)c(C(=O)c2ccccc2)c1 | -1&11
O=C(COc1cccc(Cl)c1)NCCn1ncccc1=O | -16
NC(=O)c1nc(-c2cc(Br)ccc2O)nc2c1[nH]c(=O)n2-c1ccccc1F | -11
Cc1cc(-c2ccccc2)nc(NN=Cc2ccc(N(C)C)cc2)n1 | -1
Cn1nc2c(c1NC(=O)COc1ccc(Cl)cc1)CCC2 | -7&-6
O=C(Nc1ccn2nccc2c1)c1ccoc1 | -4
O=C(CN1CCOCC1)N/N=C\C(Br)=C/c1ccccc1 | -10
COc1ccc2nc(-c3ccc(F)c(NC(=O)c4cccc(C(F)(F)F)c4)c3)cn2n1 | -21
C/C(C=NNC(=O)Cn1cnc2c1c(=O)n(C)c(=O)n2C)=C\c1ccccc1 | -3
CCCCOc1ccc(C(=O)N2CCN(c3cc(Nc4ccccn4)ncn3)CC2)cc1 | 3
O=C(/C=C\c1ccco1)/C=C/c1ccc(-c2ccc(Br)cc2)o1 | 11
COc1ccc(/C=C\C(=O)Nc2c(C(=O)Nc3ccc(F)cc3)oc3ccccc23)cc1OC | -4
O=C(NN=Cc1ccc2c(c1)OCO2)C(=O)Nc1cccc(Cl)c1 | 2
Cc1nnsc1C(=O)N1CCC(CN2CCN(C)C[C@@H]2C)CC1 | -9
